# LANA DNA inh – KSHV C-LANA DNA binding inhibition; hit rate 0.078% among 340,000; inhibition, % at 9 µM; MBP-C-LANA/FAM-LBS DNA binding, fluorescence polarization;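 active = highest replicate inhibition at or above 60% at 9 µM, even if other replicates fall short; inactive = all replicates below 60% inhibition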;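 note: 0% = neutral control wells and 100% = 4 µM acridine orange control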
# PvdQ acylase – blocks Pseudomonas aeruginosa PvdQ acylase activity | hit rate 0.063% among 340,000 | purified PvdQ acylase, fluorescence plate reader | inhibition, % at 10 µM; in the data active = inhibition above about 30%, passing the limit was not always enough; inconclusive = no clear call, values can overlap the other calls;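 note: 0% = vehicle neutral wells and 100% = reference inhibitor wells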
# Cardiac RTF inh – cardiac RTF calcium desensitization | inhibition, % at 7.15 µM | P19429+P45379 | AID 493244 | IANBD-labeled cardiac RTF, Ca2+ fluorescence | hit rate 0.12% among 340,000;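 active = inhibition above the mean inhibition of all tested compounds plus 3 SD, cut at about 17% in these data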;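 note: assay run at fixed EC70 calcium of 1.6 mM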
# Keap1-Nrf2 PPI – inhibitors of human Keap1-Nrf2 protein-protein interaction | inhibition, % at 9.4 µM | Keap1 Kelch-Nrf2 peptide fluorescence polarization, 1536-well | hit rate 0.15% among 340,000 | Q14145; in the data active = inhibition above about 12%; inconclusive = no clear call, values can overlap the other calls; inactive = below about 7.3%;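 note: human Keap1 Kelch domain with fluorescein labeled Nrf2 9mer peptide probe; 0% = neutral control wells and 100% = peptide positive control; higher means more block of Keap1 binding to Nrf2 peptide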
# Arr AP2 block – inhibitors of human beta-arrestin and AP2 interaction. FITC-arrestin peptide / GST-AP2 beads, flow cytometry; AP2 beta2 appendage carries R879A mutation. inhibition, % at 10 µM. hit rate 0.31% among 340,000. AID 504490;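 active = inhibition above a set limit, near 3 SD of compounds lacking own fluorescence, cut at about 54% in these data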;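 note: plate controls were DMSO wells for no effect and 5 µM unlabelled arrestin peptide for full effect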
#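 Material – AP2 appendage R879A on GSH beads · Buffer or medium – PBS with 0.05% Tween 20 and 0.1% BSA · Probe or stimulus – fluorescein-tagged arrestin peptide at 50 nM final · Incubation – compound with beads 12 min RT, then probe 1 h RT · Detection – high-throughput flow cytometry of beads, ex 488, em 535 nm · Evaluation – percent response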
# DAGLB inhibitor – blocks human DAGLB lipase activity | AID 504411 | hit rate 0.059% among 340,000 | Q8NCG7 | HEK293T DAGLB membrane lysate, EnzChek fluorogenic substrate | inhibition, % at 5.17 µM; in the data active = inhibition above about 34%;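 note: 0% = enzyme with vehicle and 100% = wells lacking enzyme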
# SR-BI DiI-HDL act – enhances SR-BI lipid uptake from DiI-HDL. hit rate 0.096% among 320,000. CHO ldlA[mSR-BI] cells, DiI-HDL uptake fluorescence, 3 h; 100 = double the neutral-control signal. activation, % at 12.5 µM. AID 504775;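 active = mean replicate activation of at least 60% and every replicate at or above 60%; inconclusive = mean or all-replicate condition met, but not both; inactive = mean below 60% and not all replicates reaching 60%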;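 note: 0% = median plate neutral-control signal and 100% = twice that signal; values of inactives mirror those of a sister screen read the other way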
#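 System: CHO ldlA[mSR-BI] cells / Medium: HEPES-buffered (25 mM, pH 7.4) F12 plus 0.5% BSA / Probe or stimulus: labelled HDL, 10 µg/mL / Doses: single compound concentration, delivered by pin transfer / Schedule: 3 h, 37 °C / Measured by: DiI fluorescence, bottom read / Measure: cell-associated DiI fluorescence as measure of HDL uptake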
# SR-BI HDL uptake – mouse SR-BI HDL lipid transfer inhibition | Q61009 | ldlA[mSR-BI] CHO cells, DiI-HDL uptake fluorescence, 3 h | inhibition, % at 12.5 µM | hit rate 0.96% among 320,000 | AID 488896;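 active = mean replicate inhibition of at least 70% and a set share of replicates each scoring 70 or more; inconclusive = meets just one of the two criteria; inactive = fails both criteria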;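 note: 0% = median of neutral control wells and 100% = median of positive control wells; values of inactives mirror those of a sister screen read the other way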
# PKA-R2B act – activators of human PKA-R2B complex | PKA-R2B holoenzyme dissociation, Cy5-IP20 fluorescence polarization; R2B truncated from residue 108, S112A mutant; 0% DMSO only, 100% 113 µM cGMP | activation, % at 11.4 µM | hit rate 0.079% among 340,000;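 active = activation above a cutoff set at the mean over all compounds plus 3 SD, cut at about 18% in these data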;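 note: higher means more holoenzyme dissociation and a rise in polarization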
# NSD2 HMT inh – NSD2 (human) methyltransferase inhibition. O96028. NSD2 peptide methylation, AlphaScreen, 120 min. inhibition, % at 12.5 µM. hit rate 0.54% among 310,000; in the data active = inhibition above about 50%
# Target sequence (O96028 whole entry, looked up): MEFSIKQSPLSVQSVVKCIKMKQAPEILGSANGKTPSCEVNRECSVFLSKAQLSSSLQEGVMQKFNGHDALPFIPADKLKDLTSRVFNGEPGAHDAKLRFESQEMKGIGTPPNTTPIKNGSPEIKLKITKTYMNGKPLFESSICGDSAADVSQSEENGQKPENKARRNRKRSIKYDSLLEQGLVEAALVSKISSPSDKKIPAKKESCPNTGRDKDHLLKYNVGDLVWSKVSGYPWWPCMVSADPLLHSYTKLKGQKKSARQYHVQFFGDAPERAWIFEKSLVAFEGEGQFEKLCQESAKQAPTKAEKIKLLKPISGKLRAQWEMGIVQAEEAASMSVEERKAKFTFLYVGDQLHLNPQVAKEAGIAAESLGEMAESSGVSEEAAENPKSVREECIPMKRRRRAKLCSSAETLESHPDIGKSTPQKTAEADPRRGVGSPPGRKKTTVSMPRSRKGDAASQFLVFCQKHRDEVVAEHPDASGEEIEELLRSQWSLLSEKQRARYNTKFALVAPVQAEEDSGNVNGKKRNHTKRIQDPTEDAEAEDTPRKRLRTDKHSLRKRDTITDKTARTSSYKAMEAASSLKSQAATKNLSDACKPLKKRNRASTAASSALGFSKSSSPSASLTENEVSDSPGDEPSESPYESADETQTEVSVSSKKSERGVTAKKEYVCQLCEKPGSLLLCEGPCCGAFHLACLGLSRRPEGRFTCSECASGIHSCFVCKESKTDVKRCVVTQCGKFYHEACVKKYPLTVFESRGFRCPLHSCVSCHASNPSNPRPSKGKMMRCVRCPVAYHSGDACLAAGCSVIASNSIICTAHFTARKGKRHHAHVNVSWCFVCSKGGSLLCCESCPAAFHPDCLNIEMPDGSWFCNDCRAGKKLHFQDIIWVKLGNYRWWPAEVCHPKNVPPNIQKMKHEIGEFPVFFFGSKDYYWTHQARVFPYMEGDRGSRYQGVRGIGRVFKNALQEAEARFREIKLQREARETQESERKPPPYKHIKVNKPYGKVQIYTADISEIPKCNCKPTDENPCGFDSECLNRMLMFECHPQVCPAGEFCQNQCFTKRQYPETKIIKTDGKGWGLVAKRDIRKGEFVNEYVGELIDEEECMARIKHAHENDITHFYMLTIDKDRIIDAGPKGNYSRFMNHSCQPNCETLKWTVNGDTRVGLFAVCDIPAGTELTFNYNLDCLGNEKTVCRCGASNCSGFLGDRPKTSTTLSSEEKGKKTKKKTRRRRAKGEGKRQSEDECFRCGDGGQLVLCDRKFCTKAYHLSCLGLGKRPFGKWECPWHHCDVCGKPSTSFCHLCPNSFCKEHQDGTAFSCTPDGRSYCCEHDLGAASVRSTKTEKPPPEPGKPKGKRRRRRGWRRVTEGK
# * = called active by the depositor; ? = inconclusive; . = not tested or not shown. An unsorted share of the library; about 2.1% have a hit in one of these screens.
SMILES,LANA DNA inh,PvdQ acylase,Cardiac RTF inh,Keap1-Nrf2 PPI,Arr AP2 block,DAGLB inhibitor,SR-BI DiI-HDL act,SR-BI HDL uptake,PKA-R2B act,NSD2 HMT inh
COc1ccc(CN2CCCC(C(=O)Nc3cccc(-n4cccn4)c3)C2)c(F)c1 (configuration not stated),1.1,5,4,-1,25,-3,7,-7,-7,1
O=C(N/C(=C\c1cccc(Br)c1)C(=O)N1CCCCC1)c1ccco1,-1.6,5,-4,-1,18,-3,15,-15,2,34
O=C(COC(=O)CC1CCS(=O)(=O)C1)Nc1ccc(F)cc1 (configuration not stated),-0.7,-15,-8,-10,12,0,-1,1,3,-2
COc1ccc(S(=O)(=O)N2CCN(C(=O)c3cccs3)CC2)cc1OC,0.7,-12,-7,0,-2,0,13,-13,13,2
Cc1nc(C(=O)N2CCCC(N3CCN(c4ccccc4C)CC3)C2)cs1 (configuration not stated),-1.0,-9,-3,4,-14,3,-14,14,5,0
O=C(CC(=O)Nc1ccccc1C(=O)O)NNC(=O)Cc1ccccc1,0.1,-15,-4,0,1,-2,.,.,5,-1
CN(Cc1ccccc1)C(=O)COc1cc(=O)n(C)c2ccccc12,0.4,9,-2,0,23,-3,10,-10,-9,1
CC(=O)Nc1ccccc1-c1nnn(CC(=O)Nc2ccc3c(c2)OCCO3)n1,-1.7,-3,-7,-3,29,-4,-7,7,-9,1
CCC(N)C12CC3CC(CC(O)(C3)C1)C2 (configuration not stated),1.6,-9,-8,-3,19,-1,21,-21,2,16
c1cncc(CNc2c3c(nc4nnnn24)CCCC3)c1,-1.0,-18,-8,-1,-1,-2,7,-7,-15,0
O=C1CC(c2ccc(Cl)cc2)n2nc(N3C(=O)CCC3=O)nc2N1 (configuration not stated),0.2,6,-15,1,34,1,10,-10,-7,.
O=C(CN1C(=O)NC2(CCCCCC2)C1=O)c1ccc2c(c1)OCCO2,0.4,-10,-3,-4,-4,-1,-18,18,-5,3
COc1ccc(Cl)cc1C(=O)NC(=S)Nc1ccccc1N1CCOCC1,-1.1,8,-7,4,18,-2,-66,66,5,-1
Cc1cc2ncn(CCC(=O)NC3CCCC3)c2cc1C,0.8,-4,.,-2,-6,.,20,-20,.,2
COc1ccc(NC(=O)/C(C#N)=C/c2ncc([N+](=O)[O-])n2C)c(OC)c1,-0.5,-16,0,-4,-6,2,-16,16,-6,0
COc1ccc2c(c1)SC(C)CC2=O (configuration not stated),-0.4,-6,-18,3,-2,0,4,-4,8,2
O=C(C1CCCCC1)N1CCCC(c2nc(-c3ccc(F)cc3)no2)C1 (configuration not stated),0.4,1,-10,8,8,-6,2,-2,5,-7
COc1cc(CNCc2ccccc2Cl)ccc1OCC(=O)NC1CCCCC1,0.6,-7,-7,4,2,-2,-18,18,-11,0
COc1cccc(/C=C/C(=O)N(C)CC(=O)Nc2ccc(Cl)c(C(F)(F)F)c2)c1,0.5,-11,2,-10,-2,-7,5,-5,-10,-1
Oc1[nH]c2ccccc2c1C=NCC1CCCO1 (configuration not stated),-0.3,4,-2,1,16,-1,0,0,-1,1
CN(C)c1ccc(N=Cc2nc(-c3ccccc3)oc2OC(=O)c2cccc(Cl)c2)cc1,8.2,-2,-5,6,7,-1,-39,39,-4,25
O=C(CN1CCCC1)N1c2ccccc2C=Cc2ccccc21,-0.5,-13,-8,1,-10,-1,-1,1,-2,1
Cc1cccc(CSC2=NN3CCCC(=O)N=C3S2)c1,0.6,1,-3,-3,-4,0,-13,13,-1,.
Cc1ccc(-n2nc3c(N4CCC(C(=O)NCc5ccc(C)o5)CC4)nnc(C)c3c2C)cc1,-1.1,-1,-8,-7,4,4,-29,29,1,14
O=C(NCc1n[nH]c(=S)n1-c1ccccc1)c1cccs1,-1.0,12,-6,5,-8,1,-8,8,-3,.
COc1ccc(/C=N/NC(=O)c2ccc3nc[nH]c3c2)cc1OC,2.0,-9,8,-3,6,-1,2,-2,-12,-2
O=C(CNC(=O)c1ccccc1F)NCCOc1cccc(Cl)c1Cl,-0.6,21,4,-1,8,-1,8,-8,1,0
Cc1ccc(C)c(Nc2ccc3nonc3c2[N+](=O)[O-])c1,1.3,1,-1,0,11,-2,-4,4,0,1
Cc1nn(Cc2ccccc2Cl)c(C)c1C(=O)NCCN1C(=O)S/C(=C\c2ccccc2)C1=O,0.6,2,-5,0,6,-4,-36,36,3,-2
COc1ccc2[nH]c(C)c(CN3CCC(C)CC3)c(=O)c2c1,-0.8,-14,-1,4,-42,1,-1,8,-6,1
C/C(=N\Nc1cccc(Cl)c1)c1ccncc1,-0.9,-5,3,0,-3,-3,-28,28,-3,8
C=CCOC(=O)C1=C[C@H](c2ccc(C(F)(F)F)cc2)C[C@H](OCCCCO)O1,-1.3,-9,1,0,5,-5,29,-29,8,.
Cc1ccc(N(Cc2cc3ccc(C)cc3[nH]c2=O)S(=O)(=O)c2ccccc2)cc1,0.9,-3,0,1,1,-1,-7,7,1,-3
Cc1cccc2[nH]c3c(N4CCC5(CC4)OCCO5)ncnc3c12,-1.4,-13,-5,-8,-2,0,-8,8,3,2
CCCCSc1nc2c(cnn2-c2ccccc2)c(=O)n1N,-0.1,-7,10,1,-3,-4,-5,5,0,-2
COc1cc(C(=O)OCC(=O)NCCCc2ccccc2)ccc1OCC(C)C,0.6,-12,-3,-2,3,-7,-5,5,3,-2
Cc1ccc(NC(=O)c2ccc3c(c2)CCN3S(C)(=O)=O)cc1C,2.3,-12,-2,2,-3,1,-70,?,10,1
CC(C)Cn1c(SCC(=O)N2CCOCC2)nc2ccccc2c1=O,-3.0,8,-5,0,36,-4,-8,8,-2,-2
COc1ccc(OC)c(S(=O)(=O)N2CCCC(C(=O)N3CCC(C(N)=O)CC3)C2)c1 (configuration not stated),-0.5,1,-5,-1,32,1,22,-22,-1,-1
COC(=O)[C@@H]1C[C@@]2(O)[C@H](O)[C@H](O)[C@H](O)C[C@H]2N1Cc1ccc(C)s1,2.4,-15,-1,-3,-3,-2,6,-6,-10,.

# Reformatted: 2 of the compounds above
# Every second line gives: LANA DNA inh, PvdQ acylase, Cardiac RTF inh, Keap1-Nrf2 PPI, Arr AP2 block, DAGLB inhibitor, SR-BI DiI-HDL act, SR-BI HDL uptake, PKA-R2B act, NSD2 HMT inh
C=CCOC(=O)C1=C[C@H](c2ccc(C(F)(F)F)cc2)C[C@H](OCCCCO)O1
 : -1.3, -9, 1, 0, 5, -5, 29, -29, 8, .
Cc1ccc(N(Cc2cc3ccc(C)cc3[nH]c2=O)S(=O)(=O)c2ccccc2)cc1
 : 0.9, -3, 0, 1, 1, -1, -7, 7, 1, -3

# Remaining list, next part:
SMILES,LANA DNA inh,PvdQ acylase,Cardiac RTF inh,Keap1-Nrf2 PPI,Arr AP2 block,DAGLB inhibitor,SR-BI DiI-HDL act,SR-BI HDL uptake,PKA-R2B act,NSD2 HMT inh
CC(C)N1CCC(N2CCN(Cc3ccc(-c4ccc(Cl)cc4)o3)CC2CCO)CC1 (configuration not stated),-0.6,-6,1,-5,2,-1,3,-3,-6,7
CC(NC(=O)OCc1ccccc1)C(=O)N1CC(O)CC1C(=O)O (configuration not stated),1.1,-13,2,-2,-9,0,25,-4,6,.
Clc1ccc(OCc2noc(-c3ccsc3)n2)c(Cl)c1,-0.3,-9,0,-5,3,-12,10,-10,2,-3
COC(=O)c1ccsc1-n1cc(C#N)c(=O)n(C)c1=O,-0.1,0,-4,-4,40,-2,4,-4,-7,-13
CCc1ccc(OCCn2cccn2)cc1,-0.3,-15,-2,-2,2,-1,20,-20,7,-1
COc1ccc(OC(C)C(=O)Nc2cccc(OC)c2)cc1 (configuration not stated),-1.3,-18,-5,2,17,-1,27,-27,1,-2
CCn1cc(C(=O)NC(C)CCc2ccccc2)c(=O)c2cc(S(=O)(=O)N(C)C)ccc21 (configuration not stated),1.8,-20,-9,-6,1,-2,5,-5,-9,0
COc1ccc(Cl)cc1NC(=O)Nc1ccccc1C(N)=O,0.1,-18,7,1,-2,-1,-12,12,5,11
COC(=O)CN1C(=S)N(c2ccc(Cl)cc2)C(=O)C1CC(=O)Nc1ccccc1 (configuration not stated),-0.6,-16,-2,0,-4,-1,-11,11,-4,-4
CCn1c(C(=O)O)c(CC(=O)Nc2ccccc2OC)c2ccccc21,-0.4,-6,-7,6,22,1,19,-19,6,-1
O=[N+]([O-])c1ccc2c(c1)nc(CO)n2Cc1ccccc1,1.7,-15,-7,2,-1,1,13,-13,5,2
CN(C)c1cccc2c1c(NS(=O)(=O)c1cn(C)cn1)nn2C,-0.2,-16,-12,1,28,-1,22,-22,6,78*
CCC(=O)Oc1c(C(=O)CC)cc2c(C)cc(=O)oc2c1C,-0.9,-2,-7,0,9,-1,-13,13,3,-3
Clc1ccc(CN2CC[C@H]3C=CCc4cccc(c43)C2)cc1,2.2,-20,-7,-3,13,-7,-1,1,-1,.
CCOC(=O)c1cccc(NC(=O)C2CCN(S(=O)(=O)c3cccs3)CC2)c1,1.2,1,-4,0,4,-4,-55,55,-6,-3
CCc1ccc2c(c1)C1(C(=O)N2)N2CCCC2C(C(=O)c2ccc3ccccc3c2)C12C(=O)Nc1ccccc12 (configuration not stated),-0.1,-6,-3,-2,18,6,-3,3,-4,-1
COc1cc(-c2nc(=S)[nH][nH]2)cc(OC)c1OC,-0.4,-12,-7,-7,-3,0,16,-16,8,.
O=S(=O)(Nc1cccc(S(=O)(=O)N2CCOCC2)c1)c1ccc2c(c1)OCCO2,1.3,-13,-7,2,-2,4,5,-5,-6,-2
COc1ccc(/C=C/C(=O)N2CCN(C)CC2)cc1S(=O)(=O)N1CCCCC1,-0.6,-3,2,-1,12,1,-19,19,-3,-6
CCOc1ccc2c(c1)sc(N)[n+]2Cc1cc(C)cc2cccnc12,-0.4,-38,2,3,-1,1,-13,13,-11,0
CC(=O)C1=C(C)N(Cc2ccccc2)C(=O)N[C@H]1c1cccc(F)c1,0.8,-17,-7,-5,-3,0,4,-4,-2,.
COc1ccc(-c2csc(N(C)C(=O)c3cccs3)n2)cc1,-0.2,-12,-5,6,8,-17,.,.,5,.
COc1cccc(NC(=S)NCc2ccncc2)c1,-1.0,7,-1,1,28,0,10,-10,-2,38
COc1ccc(OCC(=O)N/N=C/c2cccc3cccnc23)cc1,-2.0,-11,2,-3,-6,1,1,-1,10,0
Cc1ccc(C)c(N(C(=O)c2csnn2)C(C(=O)NC2CCCC2)c2cccnc2)c1 (configuration not stated),5.7,-24,-1,-3,-5,-3,.,.,-3,1
OCc1nn2c(c1Br)NC(c1ccccc1)CC2C(F)(F)F (configuration not stated),-0.5,-8,-7,-1,3,-3,6,-6,-7,.
Cc1cc(C)n(CC(O)COc2ccccc2[N+](=O)[O-])n1 (configuration not stated),2.4,-15,-20,1,-14,-1,-4,4,-10,-1
